Screening results (PubChem)
Giardia FBPA inh: Giardia lamblia aldolase inhibition; purified Giardia FBPA; Potency, µM (top dose mostly 59.6 µM), without a hit: top-dose activity, negative = inhibition, most hits filed as inhibitors; hit rate 0.71% among 290,000; also: potency is read from the fitted curve at half-maximal effect; % is scaled to controls: 0 for no effect and ±100 for the full control effect; nearly all actives have a fitted effect of over 55% in size
Target sequence (A8B2U2 whole entry, looked up): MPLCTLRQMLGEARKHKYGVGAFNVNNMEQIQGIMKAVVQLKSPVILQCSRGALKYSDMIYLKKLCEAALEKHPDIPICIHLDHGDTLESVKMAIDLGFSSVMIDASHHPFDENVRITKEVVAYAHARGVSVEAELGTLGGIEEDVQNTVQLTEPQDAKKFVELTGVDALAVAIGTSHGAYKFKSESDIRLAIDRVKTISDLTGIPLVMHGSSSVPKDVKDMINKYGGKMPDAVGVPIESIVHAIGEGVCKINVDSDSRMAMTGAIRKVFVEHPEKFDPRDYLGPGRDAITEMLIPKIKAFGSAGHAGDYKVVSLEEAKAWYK
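Giardia FBPA (40 nM reagent) was preincubated 10 min at RT with compound (up to 57.5 uM final), then substrate plus GAPDH/TPI/NAD/arsenate coupling system with diaphorase/resazurin was added; resorufin fluorescence (525/598 nm) was read after 20 min.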
Pf growth 96h: P. falciparum growth inhibition at 96 hours; AID 504834; Potency, µM (series often up to 28.7 µM), without a hit: at the highest dose activity change, negative = inhibition, usual class: inhibitors; hit rate 6.9% among 320,000; P. falciparum luciferase reporter growth, 96 h; also: potency is read from the fitted curve at half-maximal effect; % is scaled to controls: 0 for no effect and ±100 for the full control effect
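Parasite growth measured via integrated firefly luciferase reporter in P. falciparum. Infected erythrocytes at 2% hematocrit, 0.05% parasitemia final were treated 96 hours at 37 C under 5% CO2, and luminescence was read.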
Sm TGR block: inhibitors of Schistosoma mansoni thioredoxin glutathione reductase; AID 485364; Potency, µM (highest dose often 114 µM), inactives show at the highest dose activity change, negative = inhibition, actives largely listed as inhibitors; hit rate 3% among 360,000; Q962Y6; purified TGR, DTNB reduction, TNB absorbance 405 nm; also: potency is read from the fitted curve at half-maximal effect; % is scaled to controls: 0 for no effect and ±100 for the full control effect; nearly all actives have a fitted effect of over 60% in size
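First, TGR (20 nM dispensed) and NADPH were mixed with compound. Second, a 15 min room-temperature incubation followed. Third, further NADPH and then DTNB were added to start the reaction. Finally, TNB absorbance was monitored kinetically.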
Cycloheximide cs: counter-screen for Shiga toxin inhibitors: cycloheximide protein synthesis inhibition; max response, %; cell reporter, cycloheximide protein synthesis inhibition counterscreen; AID 2314; hit rate 12% among 300,000; in the data active = max response mostly above about 13%, no sharp cut-off; inactive = mostly below about 14%; also: read at 38.3 µM for the half of the compounds with a filed dose; 0% is about no effect
Pf growth 48h: inhibits P. falciparum growth in the first generation, 48 h; hit rate 5.9% among 310,000; P. falciparum luciferase growth in erythrocytes, 48 h; Potency, µM (titrated, usually from 28.7 µM), inactives show at the top dose activity change, negative = inhibition, most hits filed as inhibitors; also: potency is read from the fitted curve at half-maximal effect; % is scaled to controls: 0 for no effect and ±100 for the full control effect
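Erythrocytes infected with P. falciparum carrying an integrated firefly luciferase reporter (2% hematocrit, 0.1% parasitemia final) were exposed to compounds in RPMI 1640 with 0.5% Albumax at 37 C, 5% CO2. Growth inhibition was scored as reduced luminescence.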
Shiga inhibitor: inhibitors of Shiga toxin in Vero cells; hit rate 9.2% among 290,000; Vero cells, Shiga toxin protein synthesis inhibition reporter; AID 2315; inhibition, % at 38.7 µM; in the data active = inhibition mostly above about 28%, no sharp cut-off; inactive = mostly below about 43%; also: 0% is about no effect
* marks the source's active call; other numbers are inactive results; ? = inconclusive; / = no result given; & = joins results of further samples; [ ] = another dose, or the depositor's remark. Unless noted, calls follow the shape of the dose curve; as a rule, active = well fitted curve in the direction sought with a large enough effect; inconclusive = small, poorly fitted or top-dose-only effect, or another doubt; inactive = no such curve, though single readings can be large; an effect the other way counts as inactive or inconclusive.

[1] N#Cc1cc(-c2ccccc2)cn(Cc2c(Cl)cccc2Cl)c1=O
[2] COc1cc(/C=N/NC(=O)c2ccc([N+](=O)[O-])cc2Cl)cc(Br)c1O
[3] CC(C)(C)NC(=O)CN(C(=O)CNC(=O)c1cccs1)c1ccccc1F
[4] COc1ccc(C)cc1S(=O)(=O)NCc1cccs1
[5] O=C(c1ccco1)N1CCN(c2cccc(Cl)c2)CC1
[6] O=C(Cn1cnc2cc([N+](=O)[O-])ccc2c1=O)Nc1ccc2c(c1)OCO2
[7] Cc1ccc(-c2nc(Nc3cccc(O)c3)c3ccccc3n2)cc1
[8] COc1ccc(Cl)cc1NC(=O)CN(C)C(=O)C12CC3CC(CC(Cl)(C3)C1)C2

assay / compound | 1 | 2 | 3 | 4 | 5 | 6 | 7 | 8
Giardia FBPA inh | -1% | 0% | 5% | -3% | -1% | -6% | -5% | /
Pf growth 96h | 1.7µM* | -15% | -5% | 0% | ? | 28% | ? | ?
Sm TGR block | -12% | 0% | 14% | 0% | -17% | / | -15% | -1%
Cycloheximide cs | 0 | 0 | -5 | -2 | 23* | 1 | 2 | 2
Pf growth 48h | ? | 22% | 7% | -1% | 14% | 13% | 8%[0.00184 µM] | -10%
Shiga inhibitor | -8 | -18 | -11 | -14 | 24* | 21 | 33 | -7

5 compounds picked at random from those above, as already listed:
[8] COc1ccc(Cl)cc1NC(=O)CN(C)C(=O)C12CC3CC(CC(Cl)(C3)C1)C2
[2] COc1cc(/C=N/NC(=O)c2ccc([N+](=O)[O-])cc2Cl)cc(Br)c1O
[5] O=C(c1ccco1)N1CCN(c2cccc(Cl)c2)CC1
[3] CC(C)(C)NC(=O)CN(C(=O)CNC(=O)c1cccs1)c1ccccc1F
[6] O=C(Cn1cnc2cc([N+](=O)[O-])ccc2c1=O)Nc1ccc2c(c1)OCO2

assay / compound | 8 | 2 | 5 | 3 | 6
Giardia FBPA inh | / | 0% | -1% | 5% | -6%
Pf growth 96h | ? | -15% | ? | -5% | 28%
Sm TGR block | -1% | 0% | -17% | 14% | /
Cycloheximide cs | 2 | 0 | 23* | -5 | 1
Pf growth 48h | -10% | 22% | 14% | 7% | 13%
Shiga inhibitor | -7 | -18 | 24* | -11 | 21

(more compounds)
[9] COC(=O)/C(=N/Nc1ccccc1C)Sc1nnc(C(O)c2ccccc2)n1-c1ccccc1 (stereo unspecified)
[10] Cc1c(NC(=O)Nc2ccccc2Cl)c(=O)n(-c2ccccc2)n1C
[11] COc1ccc(-n2c(CNC(=O)c3cc(OC)c(OC)c(OC)c3)n[nH]c2=S)cc1
[12] Cn1c2ccccc2c2cnn(CC(=O)N3CCC4(CC3)OCCO4)c(=O)c21
[13] COc1ccc(OC)c(CNC(=O)CCn2nc(C)c3c(C)n(-c4ccccc4)nc3c2=O)c1
[14] CNC(=S)N/N=C1\C(=O)c2cccc3cccc1c23
[15] CN(C)CCCN1C(=O)C(O)=C(C(=O)c2cc3ccccc3o2)C1c1ccccc1 (stereo unspecified)
[16] CC(Sc1ccc(Cl)cc1)C(=O)NCc1cccnc1 (stereo unspecified)

assay / compound | 9 | 10 | 11 | 12 | 13 | 14 | 15 | 16
Giardia FBPA inh | -23% | -1% | / | 15% | / | -1% | ? | 12%
Pf growth 96h | ? | 38%[activator] | -24% | 42%[activator] | 12% | ? | 11% | /
Sm TGR block | 2% | 4% | -13% | 4% | -9% | -3% | -29% | -2%
Cycloheximide cs | -3 | -1 | 1 | 14 | -3 | 23* | -1 | 1
Pf growth 48h | -21% | ? | 4% | / | -4% | 0% | 3% | /
Shiga inhibitor | -7 | 4 | 10 | 10 | 16 | 23 | 13 | 7

[17] CCC(=O)c1ccc(OCC(=O)OCC(=O)NCCCc2ccccc2)cc1
[18] COc1cccc(C(=O)N2CCC(O)(c3cccnc3)CC2)c1
[19] Cc1ccc(NC(=O)CCc2nc3sc4c(c3c(=O)[nH]2)CCCC4)nc1
[20] CCOC(=O)C1=C(C)NC(C)=C(C(=O)OCC)C1c1cc2ccc(C)cc2[nH]c1=O
[21] Cc1cc(C)cc(C(=O)NCC(=O)OCc2cc([N+](=O)[O-])cc3c2OCOC3)c1
[22] COc1cc(C(=O)N(CCCO)Cc2cc3ccc(C)c(C)c3[nH]c2=O)cc(OC)c1OC
[23] Oc1ccc(-c2csc(-c3cccnc3)n2)c(O)c1
[24] OC(CNCc1ccco1)Cn1c2ccc(Br)cc2c2cc(Br)ccc21 (stereo unspecified)

assay / compound | 17 | 18 | 19 | 20 | 21 | 22 | 23 | 24
Giardia FBPA inh | / | 4% | / | 4% | 4% | 8% | -1% | -1%
Pf growth 96h | ? | -1% | 6% | -8%[5.75 µM] | 2% | 42%[activator] | ? | 0.29µM*
Sm TGR block | 7% | / | 1% | ? | -17% | -1% | -2% | 0%
Cycloheximide cs | / | -3 | / | 0 | 6 | -2 | 35* | -4
Pf growth 48h | -5% | 7% | ? | ? | -6% | -26% | 129%[activator] | /
Shiga inhibitor | / | -17 | / | -5 | -13 | -8 | 111* | 10

[25] O=C(COc1ccc2ccccc2c1)NNC(=O)c1cccs1
[26] CCCOc1ccc(C(CC(=O)O)NC(=O)Cc2ccccc2)cc1 (stereo unspecified)
[27] O=C1CN(C(=O)COc2ccc(Br)cc2F)c2ccccc2N1
[28] Cc1cc(C(F)(F)F)n(-c2nc(C(=O)O)cs2)n1
[29] CCOc1ccc(NS(=O)(=O)c2cnc(Cl)c(Cl)c2)cc1
[30] CC1(C)CCCC2=C1CC1C(=O)N(O)C(=O)C1C2 (stereo unspecified)
[31] CC(Sc1nnc(-c2cccs2)n1-c1ccccc1)C(=O)NCc1ccco1 (stereo unspecified)
[32] NC(=O)Nc1ccc(C(=O)OCC(=O)Nc2ccc(Cl)cn2)cc1

assay / compound | 25 | 26 | 27 | 28 | 29 | 30 | 31 | 32
Giardia FBPA inh | 3% | 11% | -9% | 4% | 0% | 1% | 0% | 1%
Pf growth 96h | 2% | 13% | 8.3µM* | ? | -2% | 8% | / | 39%[activator]
Sm TGR block | 2% | 1% | -10% | 1% | -25% | -1% | 45µM* | 1%
Cycloheximide cs | 13 | -3 | 0 | 7 | -4 | -3 | -3 | -2
Pf growth 48h | 2% | 4% | 5.9µM* | -3% | 2% | -5% | -9% | -6%
Shiga inhibitor | -10 | -3 | 3 | 8 | -8 | 4 | 3 | -10

[33] CC(CC(=O)Nc1ccncc1)c1ccccc1 (stereo unspecified)
[34] O=C(NCc1ccccn1)c1cccc(S(=O)(=O)N2CCCCC2)c1
[35] CNC(=O)c1c(NC(=O)c2ccc(S(=O)(=O)N3CCCC3)cc2)sc2c1CCN(C(C)C)C2
[36] O=S(=O)(NCCSc1ccccn1)c1ccc(Br)cc1
[37] CC(C)OC(=O)c1cc(NC(=O)C2C3C=CC(O3)C2C(=O)O)cc(C(=O)OC(C)C)c1 (stereo unspecified)
[38] CCc1cc2c3c(c(=O)oc2cc1OC(C)C(=O)O)CCCC3 (stereo unspecified)
[39] COc1ccc(NC2CCCN(C(=O)CCC3=NNC(=O)CC3)C2)cc1 (stereo unspecified)
[40] COc1ccc(CCN2CC(C(=O)NCCc3ccccc3)CC2=O)cc1OC (stereo unspecified)

assay / compound | 33 | 34 | 35 | 36 | 37 | 38 | 39 | 40
Giardia FBPA inh | 6% | / | ? | -21% | 4% | 13% | -9% | 2%
Pf growth 96h | / | ? | ? | 20% | 20% | ? | 23% | ?
Sm TGR block | 0% | 2% | 0% | 4% | -22% | -13% | 2% | -2%&1%
Cycloheximide cs | -3 | / | 1 | 5 | 4 | -1 | 6 | 36*
Pf growth 48h | ? | -14% | 2.6µM* | -11% | -64% | -4% | -1% | 94%[activator]
Shiga inhibitor | -10 | / | -23 | -13 | -7 | -12 | -11 | 172*

[41] CCn1c(SCC(=O)Nc2ccc(NC(C)=O)cc2)nnc1C1CC1
[42] O=C(COC(=O)c1ccc(Sc2ccccc2)c([N+](=O)[O-])c1)NC1CCS(=O)(=O)C1 (stereo unspecified)
[43] CCOc1cc(-c2noc(CCC(=O)N3CCOCC3)n2)ccc1OC
[44] COc1ccc(N2CCN(S(=O)(=O)CCNC(=O)c3cc(=O)c4ccccc4o3)CC2)cc1
[45] CNC(=O)c1ccccc1NC(=O)c1c(O)c2c([nH]c1=O)CCCC2
[46] COc1ccc(CNC(=O)CCCNS(=O)(=O)c2cccc3nonc23)cc1
[47] O=Cc1ccc(Sc2nnc(-c3ccccc3)o2)c([N+](=O)[O-])c1
[48] CCCN(CCC)c1nc2ccccc2nc1C(C#N)C(=O)OCCOC (stereo unspecified)

assay / compound | 41 | 42 | 43 | 44 | 45 | 46 | 47 | 48
Giardia FBPA inh | -4% | 1% | -13% | / | 10% | -7% | -29% | 1%
Pf growth 96h | / | -2% | -9% | ? | 77%[activator] | ? | ? | 8%
Sm TGR block | 2% | 2% | -4% | 1%&1% | 0% | -27% | 11µM* | -1%
Cycloheximide cs | -4 | -2 | -1 | -1 | 10 | -3 | -3 | -3
Pf growth 48h | 5% | 9% | -11% | 16% | 39%[activator] | -7% | / | ?
Shiga inhibitor | 11 | -3 | 10 | -8 | 14 | -14 | -18 | -11

[49] Cc1nc2oc3ccc(F)cc3c(=O)c2cc1C(=O)O
[50] CCOc1ccc(C(=O)NCC(=O)NCC(c2ccco2)N2CCCCC2)cc1 (stereo unspecified)
[51] Cc1cccc(NC(=O)C2NC(=O)CC2c2ccccc2)c1C (stereo unspecified)
[52] Oc1ccc(NC(=S)Nc2ccc(O)cc2)cc1
[53] CCN(CC)S(=O)(=O)c1ccc(C(=O)NC2=NCCS2)cc1
[54] COc1cc(NC(=O)CSc2nnnn2Cc2ccc3c(c2)OCO3)cc(OC)c1
[55] O=C(C1CCN(S(=O)(=O)N2CCCCC2)CC1)N1CCCCC1
[56] COc1ccc(Cl)cc1NC(=O)CN(C)C(=O)C1CC(=O)N(Cc2ccc(C)cc2)C1 (stereo unspecified)

assay / compound | 49 | 50 | 51 | 52 | 53 | 54 | 55 | 56
Giardia FBPA inh | -3% | / | -1% | ? | -7% | 2% | 8% | /
Pf growth 96h | 26% | 49%[activator] | 113%[activator] | -21% | 1% | ? | 6% | -2%
Sm TGR block | 13% | 89µM* | -3% | -19% | 1% | -13% | 2% | -1%
Cycloheximide cs | 27* | / | 3 | 6 | -4 | -4 | -2 | /
Pf growth 48h | 49%[activator] | 19% | / | -17% | 20% | / | 27% | ?
Shiga inhibitor | 30 | / | 9 | 18 | -4 | -15 | -6 | /

[57] COc1ccccc1NC(=O)C1CCN(C(=O)NCc2ccccc2)CC1
[58] O=C(CCc1ccccc1)Nc1ccccc1
[59] O=C(CSc1nccc(=O)[nH]1)Nc1ccccc1Sc1ccccc1
[60] COC(=O)c1cccc(NC(=O)NC23CC4CC(CC(C4)C2)C3)c1
[61] O=C(Nc1c(C(=O)N2CCCCC2)cnn1-c1ccccc1)c1ccccc1
[62] Cc1c[nH]c(=O)c([N+](=O)[O-])c1
[63] O=C(CCNC(=O)Cn1ccc2ccccc2c1=O)NCCCN1CCN(c2ccc(F)cc2)CC1
[64] CCOC(=O)c1nn(-c2ccc(C)cc2)c2nc(Nc3ccccc3)cc(=O)n12
[65] C/C(N)=C(/C#N)C(=O)CN1C(=O)NC(Cc2c[nH]c3ccccc23)C1=O (stereo unspecified)

assay / compound | 57 | 58 | 59 | 60 | 61 | 62 | 63 | 64 | 65
Giardia FBPA inh | -3% | 0% | 18% | -14% | 1% | 0% | -1% | 1% | -8%
Pf growth 96h | 9% | ? | 9% | ? | 18% | 51%[activator] | -6% | / | 23%
Sm TGR block | -5% | -18% | -3% | 6% | 0% | -4% | 7% | 4% | 5%
Cycloheximide cs | -6 | -2 | 6 | 10 | -3 | 1 | -4 | -1 | 13
Pf growth 48h | 8% | 25% | 6% | / | / | 18% | 17% | 5% | /
Shiga inhibitor | -3 | 27 | 12 | 7 | 13 | 11 | -21 | -3 | 17
